mcGAS lum: inhibitors of mouse cGAS. inhibition, % at 12.5 µM. AID 1259399. Q8C6L5. 160,000 tested, 0.15% active. recombinant cGAS, Kinase-Glo ATP depletion luminescence;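 note: 0% = negative control wells and 100% = reference inhibitor with no enzyme activity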
hcGAS lum: human cGAS inhibition. recombinant h-cGAS, ATP depletion, Kinase-Glo luminescence. inhibition, % at 12.5 µM. 290,000 tested, 0.081% active. AID 1259398;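 note: 0% = vehicle reaction and 100% = reaction without DNA for no activity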
Target sequence (Q8N884 whole entry, looked up): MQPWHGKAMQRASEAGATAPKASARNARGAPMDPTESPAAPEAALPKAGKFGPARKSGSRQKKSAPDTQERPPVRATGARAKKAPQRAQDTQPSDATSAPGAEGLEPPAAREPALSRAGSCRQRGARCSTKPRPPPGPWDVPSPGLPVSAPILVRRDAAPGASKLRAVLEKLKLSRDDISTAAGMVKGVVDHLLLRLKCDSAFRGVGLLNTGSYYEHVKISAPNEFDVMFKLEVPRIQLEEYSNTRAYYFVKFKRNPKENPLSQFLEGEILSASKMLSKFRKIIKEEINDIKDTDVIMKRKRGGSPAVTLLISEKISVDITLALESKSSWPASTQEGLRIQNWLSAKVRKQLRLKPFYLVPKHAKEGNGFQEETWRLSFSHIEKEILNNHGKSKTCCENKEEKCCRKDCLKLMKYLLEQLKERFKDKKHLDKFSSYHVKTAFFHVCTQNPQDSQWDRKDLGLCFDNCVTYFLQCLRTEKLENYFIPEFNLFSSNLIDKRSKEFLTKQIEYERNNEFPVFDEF
NPYLR7 ag: activates Aedes aegypti NPYLR7 receptor. HEK293T NPYLR7/Galpha15, GCaMP6s calcium fluorescence. activation, % at 10 µM. 270,000 tested, 0.15% active. AID 1259423; in the data active = activation above about 40%;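 note: 0% = vehicle and 100% = reference agonist at the receptor; some compounds past the cut are filed as inactive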
An asterisk follows results filed as active; x = no result given; & = joins results of further samples. Cut-off read from the data, not from the text of the source, unless noted: active = inhibition above about 40%; inactive = the rest.

Values run as follows: mcGAS lum	hcGAS lum	NPYLR7 ag
(1) Cc1cccc(CSc2nc(Oc3cccc(F)c3)cc(C(F)(F)F)n2)c1
    -5	-4	-1
(2) COc1ccc2cc([C@@H]3C[C@H](NC(C)=O)C[C@H](C(C)(C)C)O3)c(=O)[nH]c2c1
    x	1	6
(3) Cc1ccccc1OC1CN(C(=O)CC2C(=O)NCCN2C(C)C)C1 (configuration not stated)
    -18	-1	7
(4) CC1Cc2cc(C(=O)NNC(=O)Cc3cccc4ccccc34)ccc2N1S(C)(=O)=O (configuration not stated)
    -5	-4	6
(5) CC(C)Oc1cccc(NC(=O)C2(C)CCCN(C)C2)c1 (configuration not stated)
    x	-18	0
(6) Cn1cnn(CN2CCN(c3cccc(Cl)c3)CC2)c1=S
    -3	-1	2
(7) Cc1ccccc1CN1CCN(c2nc3c(c(=O)[nH]c(=O)n3C)n2Cc2ccccc2C)CC1
    x	-3	5
(8) CCOC(=O)c1ccc(-n2ccnc2)c(NC(=O)C2CCC2)c1
    -12	-7	-5
(9) CCOC(=O)c1ccc2c(c1)nc(SCc1cc(F)ccc1C(F)(F)F)n2CCOC
    -6	-2	3
(10) CN(C(=O)c1cccs1)C1CCS(=O)(=O)C1 (configuration not stated)
    x	-5	0
(11) Cc1nccn1CC1CCCN(Cc2ccco2)C1 (configuration not stated)
    x	-3	-2
(12) O=C1C(=O)N(c2nccs2)C(c2cccc([N+](=O)[O-])c2)C1=C(O)c1ccc(Br)cc1 (configuration not stated)
    -4	-7	9
(13) O=C(c1csc(CSc2nnc(-c3ccncc3)n2-c2ccccc2F)n1)N1CCc2ccccc2C1
    -7	-17	-6
(14) COc1ccccc1-c1nnc(SCc2ccc(Cl)cc2)n1C
    x	-7	4
(15) CCN(c1ccccc1)S(=O)(=O)c1cc(C(=O)OCC#N)ccc1C
    x	4	-3
(16) COC(=O)CCCC(=O)N1CCN(c2ncccc2C(=O)NCc2ccc(OC)cc2)CC1
    -7	0	19
(17) C=CCN(CC=C)S(=O)(=O)c1ccc2nc(NC(=O)C3CCCO3)sc2c1 (configuration not stated)
    -6	-6	-7
(18) CCOc1ccc2nc(SC(C)C#N)[nH]c2c1 (configuration not stated)
    -4	-4	6
(19) Cc1ccc2c(n1)OC(COC(C)(C)C)CN(Cc1ccccc1)C2=O (configuration not stated)
    -5	-5	-2
(20) CCCCc1ccc(NC(=O)CSc2nc(=O)n(CCCN(C)C)c3c2CCC3)cc1
    7	15	1
(21) C(=Cc1ccccc1)C=NNc1nn[nH]n1
    x	2	-4
(22) O=S(=O)(c1ccc(Cl)cc1)c1cc(O)ccc1O
    6	14	-8
(23) O=C(Cn1ccc(-c2ccccc2F)n1)Nc1ccn(Cc2ccccc2)n1
    x	-11	7
(24) Cc1c(NC(=O)c2cccc(C3(C)NC(=O)NC3=O)c2)sc2c1CCCC2 (configuration not stated)
    x	-7	3
(25) CCOC(=O)C1(Cc2ccccc2)CCCN(C(=O)Nc2ccc(C(=O)OC)cc2)C1 (configuration not stated)
    -10	-8	20
(26) CC(=O)c1ccc(Oc2cc(C(C)(C)C)nc(SCc3ccccc3Cl)n2)cc1
    -6	-7	1
(27) O=c1[nH]c(SCc2cc(=O)n3ccccc3n2)nc2c1CCC2
    -5	-6	8
(28) Nc1cc(Cl)ccc1Oc1ccc(Cl)cc1
    -6	-2	7
(29) O=C(c1c(F)c(F)c(F)c(F)c1F)N1CCN(c2nc3nccc(-c4cccs4)n3n2)CC1
    -6	-9	5
(30) CC(C)=CC(=O)N1CCC(c2cc(C(C)C)n[nH]2)CC1
    x	-9	15
(31) CC(C)c1ccc(CN2CCC2(C)C(=O)NCCc2ccccn2)cc1 (configuration not stated)
    x	4	14
(32) O=[N+]([O-])c1ccc(-c2nnc(-c3ccc([N+](=O)[O-])o3)o2)cc1
    -10	-7	19
(33) CCC(=O)NNC(=O)c1cc(C)[nH]n1
    x	-3	-3
(34) O=C(Cc1ccccc1)Nc1nnc(SCc2cc(F)cc(F)c2)s1
    -3	-4	21
(35) COc1ccc(C2Nc3ccccc3C(=O)N2c2ccccc2)cc1COc1ccc(F)cc1 (configuration not stated)
    x	-5	-7
(36) CCc1ccc(S(=O)(=O)NCC(c2ccc3c(c2)CCCN3C)N2CCN(C)CC2)s1 (configuration not stated)
    -8	0	0
(37) COc1cccc(-c2cc(-c3ccc(C(=O)NC(Cc4ccccc4)c4ccccc4)cc3)[nH]n2)c1 (configuration not stated)
    -4	-4	4
(38) CCOC(=O)C1CCCN(C(=O)CS(=O)(=O)c2ccc3c(c2)S(=O)(=O)N=CN3)C1 (configuration not stated)
    -6	-7	9
(39) CCCCCc1ccc(C(=O)N(CC(=O)N2c3ccccc3-n3cccc3C2c2cccc(C)c2)C2CC2)cc1 (configuration not stated)
    -5	-2	13
(40) O=C(NCCCl)Nc1cc(-c2ccccc2)nc2ccccc12
    x	16	-5

Among those listed so far, these have an aryl methoxy group.
Values run as follows: mcGAS lum	hcGAS lum	NPYLR7 ag
(2) COc1ccc2cc([C@@H]3C[C@H](NC(C)=O)C[C@H](C(C)(C)C)O3)c(=O)[nH]c2c1
    x	1	6
(14) COc1ccccc1-c1nnc(SCc2ccc(Cl)cc2)n1C
    x	-7	4
(16) COC(=O)CCCC(=O)N1CCN(c2ncccc2C(=O)NCc2ccc(OC)cc2)CC1
    -7	0	19
(35) COc1ccc(C2Nc3ccccc3C(=O)N2c2ccccc2)cc1COc1ccc(F)cc1 (configuration not stated)
    x	-5	-7
(37) COc1cccc(-c2cc(-c3ccc(C(=O)NC(Cc4ccccc4)c4ccccc4)cc3)[nH]n2)c1 (configuration not stated)
    -4	-4	4

More compounds follow:
Values run as follows: mcGAS lum	hcGAS lum	NPYLR7 ag
(41) Cc1cc(C(F)F)n2nc(C(=O)Nc3cnn(Cc4ccc(Cl)cc4Cl)c3)nc2n1
    x	-4	-4
(42) O=C(CCN(Cc1ccccc1)c1nc(-c2ccco2)nc2ccccc12)Nc1ccccc1F
    -3	-3	16
(43) COC(=O)c1cc2c(s1)CN(C1CCCC1)C2
    x	-6	9
(44) CCOC(=O)CC1=C(C(=O)OCC)C(c2ccccc2Cl)C(C#N)C(=N)O1 (configuration not stated)
    -5	-2	-3
(45) COc1ccc2[nH]c3c(c2c1)CCN(C(=O)/C=C/c1cccc(C(F)(F)F)c1)C3c1ccc(C(F)(F)F)cc1 (configuration not stated)
    4	-4	-11
(46) NC(=O)C1CN(c2nc(-c3cc(Cl)cc(Cl)c3)no2)CCO1 (configuration not stated)
    -12	-9&-11	-20&1
(47) O=C1CSc2ccccc2N1
    -1	-2&0	1&11
(48) CCC(=O)Nc1cccc(C(=O)N2CCCN(C)CC2C)c1 (configuration not stated)
    -13	-4	20
(49) COc1ccc(-n2ccc3c(nnc4c(-c5ccc(F)cc5)c(C)nn43)c2=O)cc1
    x	-16	-3
(50) Fc1cccc(F)c1-c1nc2ccccc2[nH]1
    -6	-3	0
(51) COc1cc(C(=O)N2CCOc3ccccc3C2)ccc1OC1CCN(C(C)=O)CC1
    -9	-8	0
(52) CCN(CC)c1ccc(CN(C)C(=O)CCc2c(C)[nH]c(=O)[nH]c2=O)cc1
    -8	-9	2
(53) Cc1cccc2nc(C(=O)N(C)CC(=O)Nc3c(Cl)cccc3Cl)cn12
    x	-6	1
(54) CCCN(Cc1nc2cc(Cl)ccc2c(=O)[nH]1)C(=O)Cc1csc(-c2ccccc2)n1
    x	1	-16
(55) O=C(NCc1nnnn1C1CCCCC1)c1cccc(F)c1
    -6	-6	18
(56) CCCS(=O)(=O)NCc1c(C)ncc2c1CCN(C(=O)c1ccc3[nH]c4c(c3c1)CCCC4)C2
    -8	-7	29
(57) CCC(C(=O)Nc1cccc(-c2cn3nc(OC)ccc3n2)c1)c1ccccc1 (configuration not stated)
    -8	-3	-16
(58) Cc1cccc2[nH]nc(-c3cc(NCCN(C)C)nc4[nH]ccc34)c12
    x	-8	7
(59) CCOC(C)C(=O)Nc1ccnn1-c1ccccc1C (configuration not stated)
    x	-9	13
(60) CCC(C)CN(CC(=O)N1CCc2sccc2C1COc1ccc(F)cc1)S(=O)(=O)c1ccc(Cl)cc1 (configuration not stated)
    -4	-2	-3
(61) O=C(CCCc1nnc2c(=O)n(-c3ccc(Cl)cc3)ccn12)NCCN1CCCC1
    -11	-4	7
(62) CC(C)Cc1nc(-c2ccc(CN3CCN(C(=O)CCc4ccco4)CC3)cc2)no1
    0	-2	-3
(63) CC(C)c1cc(C2CCN(C(=O)CCN3C[C@@H]4CC[C@H]3C4)CC2)[nH]n1
    x	-6	0
(64) COc1ccc2[nH]c(=O)c(CN(C)Cc3nc(C4CC4)no3)cc2c1
    x	-9	18
(65) COc1cc2c(cc1-c1c(-c3ccccc3)ncn1CC(N)=O)CCC2
    -12	-6	-1
(66) Cc1cnc(CNC(=O)c2c(C)noc2-c2ccc(C(C)(C)C)cc2)cn1
    -10	-7	4
(67) CCOc1ccccc1-c1nccn1-c1cccc(N2CCCC2=O)c1
    x	-6	5
(68) CCC(c1ccc(C)cc1)C(C(=O)O)C(=O)O (configuration not stated)
    x	-1	4
(69) COc1cccc2ccc(-c3ccc(C(C)=O)cc3)nc12
    -12	-10	x
(70) COc1cccc(C2CCCCN2Cc2c(C)noc2C)c1 (configuration not stated)
    -17	-6	2
(71) N#CCCn1cc(/C=C2\C(=O)Nc3cc(Cl)ccc32)c(-c2ccccc2)n1
    x	-8	-2
(72) Cc1nc(-c2ccc(-n3ccnc3-c3ccccc3Cn3cccn3)cc2)n[nH]1
    -17	0	5
(73) O=C(CCN1CCSC1=O)Nc1nc(-c2cccc(F)c2)cs1
    -2	0&-6	11&4
(74) Cc1ccc(-c2cc3nn(-c4ccccc4)c(N)c3c(=O)o2)cc1
    x	1	-6
(75) CCn1nc(CC(C)C)cc1C(=O)NC1CCCCNC1=O (configuration not stated)
    -6	-3	3
(76) CCn1cc(CN2CCCC(CNC(=O)c3ccc(-c4ccccc4)cc3)C2)cn1 (configuration not stated)
    x	-9	12
(77) COc1ccc(N2CCN(Cn3nc4c(Cl)cc(Cl)cn4c3=S)CC2)cc1
    x	-8	5
(78) O=C1N(CC2CC2)CCCC12CCN(S(=O)(=O)Cc1ccccc1)C2 (configuration not stated)
    -10	-7	-3
(79) NC(=O)c1c(N)sc2c1CCCC2
    0	-2&4	2&5
(80) CN1CCNC(=O)C12CCN(C(=O)c1ncn[nH]1)CC2
    x	-4	24
(81) CN(C)c1ccc(/C=N\Nc2cc(N3CCCCC3)nc(N3CCCCC3)n2)cc1
    -5	-4	-6
(82) Cn1c(=O)n(Cc2ccc(Cl)cc2Cl)c(=O)c2c1nc1oc(C(C)(C)C)cn12
    -4	0	-3
(83) Cc1ncc2c(c1CNC(=O)/C=C/c1ccccc1)CCN(C(=O)C1Cc3ccccc3O1)C2 (configuration not stated)
    -21	-3	-3
(84) Cc1nnc(NC(=O)CSc2n[nH]c(-c3ccccc3)n2)s1
    -3	-6	6
(85) CCn1c(SCc2cccc(C#N)c2)nnc1-c1ccc(Cl)cc1
    x	0	-1
(86) O=C(Cn1cnc2ccsc2c1=O)Nc1ccccc1Cl
    x	-3	0
(87) CCCN(Cn1nc(Nc2ccccc2F)sc1=S)C1CCS(=O)(=O)C1 (configuration not stated)
    -7	1	4
(88) COc1ccc(N(C(C)=O)c2nc(/C=C3\SC(=S)NC3=O)cs2)cc1
    1	-2	7
(89) CCn1cc(C(CC(=O)N2CCN(c3ccc([N+](=O)[O-])cc3)CC2)c2cccc(OC)c2)c2ccccc21 (configuration not stated)
    1	-1	x
(90) CSc1nnc(C)c(=O)n1COC(=O)c1ccc(F)c(F)c1
    -6	-4	1

Remaining list, next part:
Values run as follows: mcGAS lum	hcGAS lum	NPYLR7 ag
(91) COc1cc(-c2nc(C=Nc3ccc(C)cc3Br)c(O)o2)cc(OC)c1OC
    x	-7	-2
(92) CC1=C(C(=O)OCCOc2ccccc2)C(c2ccc(Cl)cc2)NC(=O)N1C (configuration not stated)
    -6	-10	3
(93) N#Cc1ccc(S(=O)(=O)NCC2Cc3ccccc3O2)cc1 (configuration not stated)
    -6	-2	-2
(94) COc1ccc(CCN(CCc2nc(-c3ccc([N+](=O)[O-])cc3)no2)C(=O)CC(C)C)cc1OC
    -6	-8	x
(95) CC(=O)NC1=C(N(C)C2CCS(=O)(=O)C2)C(=O)c2ccccc2C1=O (configuration not stated)
    x	-6	3
(96) COCCCNS(=O)(=O)c1ccc(S(=O)(=O)N2CCCC2)cc1
    x	-6	8
(97) CCOc1ccccc1NC(=O)Cn1cc(OC)c(=O)cc1CSc1nc(C)cs1
    -1	-4	-3
(98) O=C(Nc1ccc(-c2noc(-c3cccc(Cl)c3)n2)cc1)c1cccc(Cl)c1
    x	-1	-4
(99) CC(=O)c1cc(CN2CCCC(C(=O)Nc3cccc(-n4cccn4)c3)C2)cs1 (configuration not stated)
    x	-6&1	1&9
(100) Cc1ccc(CN(C)C(=O)c2cc(C(C)C)[nH]n2)o1
    x	3	2
(101) Cc1ccn2c(NC3CCCCC3)c(-c3ccc(OC(=O)c4cccc(Br)c4)cc3)nc2c1
    -4	-4	7
(102) CCOC(=O)C1(CCCc2ccccc2)CCCN(C(=O)Cn2cccn2)C1 (configuration not stated)
    x	-3	3
(103) Cc1cc(N2CCc3nc[nH]c3C2)nc(-c2ccccc2)n1
    x	-3	8
(104) O=S(=O)(Nc1cc2c(cc1Br)OCCO2)c1cccc(Br)c1
    x	3	0
(105) Nc1nc(-c2ccc3c(c2)CCCC3)c(CC(=O)O)s1
    0	-7	-1

Some of the entries so far, with tabs:
nr	canonical_smiles	mcGAS lum	hcGAS lum	NPYLR7 ag
50	Fc1cccc(F)c1-c1nc2ccccc2[nH]1	-6	-3	0
45	COc1ccc2[nH]c3c(c2c1)CCN(C(=O)/C=C/c1cccc(C(F)(F)F)c1)C3c1ccc(C(F)(F)F)cc1 (configuration not stated)	4	-4	-11
